From PubChem BioAssay
XBP1 UPR activ: activators of adaptive XBP1 UPR arm, primary screen, cell-based, CHO-XBP1 luciferase reporter, luminescence, uHTS; IRE1-XBP1 UPR activation; percent of tunicamycin response, DMSO as zero; activation, % at 20 µM; 330,000 compounds, 0.33% hits;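 active = versus positive control, 20 µM dose yields 30% or more activation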;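 note: 100% = tunicamycin at 10 µg/mL and 0% = DMSO only wells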
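Material: CHO-XBP1 cells stably carrying IRE1-XBP1-driven luciferase reporter | Medium: F12 with 10% serum | Compound dosing: 20 µM single concentration, DMSO 1% | Incubation: Overnight seeding at 37 °C, 6 h compound treatment at 37 °C | Detection: Steady-Glo luminescence read | Read-out basis: % activation of reporter signal versus tunicamycin and DMSO controls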
APJ agonist: agonists of human apelin receptor APJ, primary screen, CHO-K1 cells, PathHunter beta-arrestin, luminescence | P35414 | 0% DMSO wells, 100% apelin | activation, % at 20 µM | 330,000 compounds, 0.11% hits;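 active = activation more than six SD over the plate average, tested at 20 µM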;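 note: 0% = DMSO alone and 100% = apelin-13 at 10 nM; some results filed as inactive read as strong as hits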
Target sequence (P35414 whole entry, looked up): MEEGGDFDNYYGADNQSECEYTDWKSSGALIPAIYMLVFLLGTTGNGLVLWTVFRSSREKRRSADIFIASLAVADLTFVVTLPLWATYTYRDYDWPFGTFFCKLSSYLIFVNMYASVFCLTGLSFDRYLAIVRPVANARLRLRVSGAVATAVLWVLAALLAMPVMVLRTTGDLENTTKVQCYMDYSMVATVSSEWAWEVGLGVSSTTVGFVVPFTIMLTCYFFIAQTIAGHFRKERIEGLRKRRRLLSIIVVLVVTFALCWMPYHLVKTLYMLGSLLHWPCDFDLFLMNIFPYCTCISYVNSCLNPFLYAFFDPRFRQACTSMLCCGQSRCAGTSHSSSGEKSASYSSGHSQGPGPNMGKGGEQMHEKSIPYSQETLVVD
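assay system = CHO-K1 APJ beta-arrestin complementation cell line | input = cell density 1000 per well | dosing = compound 20 µM once, DMSO 1% | timing = compound 90 min 25 °C, reagent 1 h | measured by = luminescence from split beta-galactosidase complementation, Galacton Star/Emerald II substrate | read-out basis = APJ agonist activity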
697 NFkB inh: inhibitors of PMA/ionomycin-induced NF-kB reporter, 697 cells, primary screen, B-cell NF-kB inhibitor project, cell-based, luminescence, uHTS; 697 B-cell NF-kB luciferase reporter, 16 h; inhibition, % at 4 µM; 330,000 compounds, 0.33% hits; in the data active = inhibition above about 35%
APJ antagonist: antagonists of human apelin receptor APJ, primary screen, CHO-K1 cells, beta-arrestin complementation, luminescence; inhibition, % at 20 µM; 330,000 compounds, 0.32% hits;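 active = inhibition above about 40% at 20 µM, limit read from the data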;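 note: cells challenged with 10 nM apelin-13 agonist together with compound; plate controls were apelin-13 plus DMSO wells for no effect and DMSO wells lacking apelin-13 for full effect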
tim23-1 inh: growth inhibitors of tim23-1 mutant yeast, primary screen, luminescence, uHTS | S. cerevisiae tim23-1 growth, BacTiter-Glo luminescence, 24 h | inhibition, % at 20 µM | 330,000 compounds, 1.3% hits | AID 463212, 2010;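 active = growth inhibition of the mutant yeast at or above 50%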;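 note: temperature-sensitive mutant grown at 25 °C; plate controls were DMSO-treated mutant yeast for no effect and medium wells lacking yeast for full effect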
CHOP UPR activ: activators of apoptotic CHOP UPR arm, primary screen, cell-based, CHO-CHOP luciferase reporter, luminescence, uHTS; UPR activation; percent of tunicamycin response over DMSO baseline; activation, % at 10 µM; 330,000 compounds, 0.34% hits; AID 449763, 2010;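 active = at 10 µM dose, activation of 40% or more, normalized to positive control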;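 note: 100% = tunicamycin at 10 µg/mL and 0% = DMSO alone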
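Material: CHO-CHOP cells, stable luciferase reporter of PERK-eIF2a-CHOP signalling; quantity: 500 reporter cells seeded per well; buffer or medium: F12 medium containing 10% fetal bovine serum; compound: one dose, 10 µM in 0.5% DMSO; incubation: 6 h compound treatment, 37 °C; measured by: Steady-Glo luciferase luminescence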
Jurkat NFkB inh: inhibitors of induced NF-kB luciferase reporter, primary screen, TCR NF-kB activation inhibitor project, cell-based, luminescence, uHTS; Jurkat, PMA/ionomycin-induced NF-kB luciferase reporter; AID 435003, 2010; inhibition, % at 4 µM; 330,000 compounds, 0.53% hits; in the data active = inhibition above about 50%
Mdm2 MdmX PPI: inhibitors of human Mdm2-MdmX association, primary screen, cell-based, luminescence, split luciferase, SaOS-2, uHTS | 330,000 compounds, 3% hits | Protein Mdm4 (Homo sapiens) + E3 ubiquitin-protein ligase Mdm2 (Homo sapiens), … | inhibition, % at 8 µM | AID 485346, 2010 | SaOS-2 split-luciferase Mdm2/MdmX complementation;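 active = inhibition of at least 50% at 8 µM in the primary screen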
Active calls of the source: *.

Each structure is followed by: XBP1 UPR activ	APJ agonist	697 NFkB inh	APJ antagonist	tim23-1 inh	CHOP UPR activ	Jurkat NFkB inh	Mdm2 MdmX PPI
> CC1(C)NC(=O)N(CCCC(=O)Nc2ccc(C(F)(F)F)cc2)C1=O
  1.6	1.1	-10.1	-2.5	-3.9	-1.5	-12.0	-8.0
> CCOc1ccc(N(Cc2cc3ccc(C)cc3[nH]c2=O)C(=O)COC)cc1
  -1.8	-4.6	22.5	12.0	9.1	-3.4	-2.0	-4.2
> O=C(CSc1ncn[nH]1)Nc1ccccc1C(=O)O
  -0.5	-1.5	12.0	-20.8	3.9	-3.4	-8.6	3.9
> O=C(CN(C(=O)CCC(=O)Nc1nccs1)c1ccccc1F)NCc1ccccc1
  -5.5	0.8	1.6	4.0	6.9	0.5	9.3	-21.8
> Cc1noc(N)c1C(=O)Nc1ccc(F)c(Cl)c1
  2.2	5.2	-22.8	-1.9	7.5	1.4	-16.5	-36.1
> CCOc1ccccc1N(C(=O)c1snc(C(N)=O)c1N)C(CC)C(=O)NC1CCCC1 (centres undefined)
  -4.9	-2.5	23.6	19.8	13.5	0.0	15.1	-6.0
> COc1ccc(NC(=O)N2CCN(c3ccc([N+](=O)[O-])cc3)CC2)cc1OC
  0.0	3.6	10.8	-29.3	19.0	-2.3	-0.9	5.3
> CC1=CC(C2CC(=O)N(c3ccc(C)cc3)C2=O)CC2C(=O)N(c3ccc(C)cc3)C(=O)C12 (centres undefined)
  -1.8	-3.2	-14.9	-3.6	9.6	-0.5	12.1	-28.1
> CC(=O)Nc1ccccc1-c1nc2ccc(C(=O)N3CCN(c4cc(C)ccc4C)CC3)cc2[nH]c1=O
  1.8	-1.6	-14.9	19.6	-5.1	-2.3	-1.6	19.7
> COc1cc(/C=C2\SC(=O)NC2=O)ccc1Oc1ccc([N+](=O)[O-])cc1[N+](=O)[O-]
  -0.7	3.0	25.0	-22.2	2.8	0.1	-3.7	7.6
> S=c1[nH]nc(-c2cccnc2)n1Cc1ccccc1
  -0.5	-3.5	-11.4	1.5	-0.9	-1.9	-9.2	13.5
> CC(=O)Nc1ccc(N/C=C/C(=O)c2ccc(C)cc2)cc1
  -1.5	-0.2	-9.2	5.7	4.7	6.7	-38.9	10.6
> CCc1noc(C)c1C(=O)Nc1nc2ccc(S(C)(=O)=O)cc2s1
  1.1	6.1	-17.6	6.3	-2.4	1.5	-17.9	9.2
> CC(C)CNC(=O)C(=O)Nc1ccc2c(c1)N(S(=O)(=O)c1cccs1)CCC2
  -0.6	-4.2	-11.0	-12.1	19.5	5.2	4.0	-6.8
> O=C(NCC(c1ccco1)N1CCN(c2ccccc2F)CC1)OCc1ccccc1 (centres undefined)
  -0.9	-5.4	7.4	7.3	18.1	-0.4	1.0	32.8
> OCC1(Cc2cccc(C(F)(F)F)c2)CCN(Cc2cc3ccccc3o2)CC1
  -0.2	-2.5	9.2	3.8	-101.6	0.5	-4.2	8.6
> COCC(O)CSc1nc(C)[nH]c1[N+](=O)[O-] (centres undefined)
  1.7	1.4	-17.0	8.0	4.2	-1.6	-28.2	5.5
> Cc1ccc(C(=O)CN2/C(=C(\O)c3ccccc3)C(=O)c3ccccc3S2(=O)=O)c(C)c1
  4.8	0.0	1.0	3.1	29.5	-1.0	11.8	6.9
> Cc1cc(C(=O)CSc2nc3ccccc3n2C)c(C)n1C
  7.0	-2.6	8.8	16.8	23.2	0.0	-6.1	-6.3
> Cc1ccc(SC(=O)c2c(C)noc2-c2cc(C)on2)cc1
  -3.5	0.6	-1.8	22.5	34.6	57.4*	-2.7	12.2

Rewritten with each value named: two of the compounds above.
CC1(C)NC(=O)N(CCCC(=O)Nc2ccc(C(F)(F)F)cc2)C1=O
  XBP1 UPR activ: 1.6
  APJ agonist: 1.1
  697 NFkB inh: -10.1
  APJ antagonist: -2.5
  tim23-1 inh: -3.9
  CHOP UPR activ: -1.5
  Jurkat NFkB inh: -12.0
  Mdm2 MdmX PPI: -8.0

CCOc1ccc(N(Cc2cc3ccc(C)cc3[nH]c2=O)C(=O)COC)cc1
  XBP1 UPR activ: -1.8
  APJ agonist: -4.6
  697 NFkB inh: 22.5
  APJ antagonist: 12.0
  tim23-1 inh: 9.1
  CHOP UPR activ: -3.4
  Jurkat NFkB inh: -2.0
  Mdm2 MdmX PPI: -4.2

The listing continues:
Each structure is followed by: XBP1 UPR activ	APJ agonist	697 NFkB inh	APJ antagonist	tim23-1 inh	CHOP UPR activ	Jurkat NFkB inh	Mdm2 MdmX PPI
> COc1ccc(C(=O)NC2CCCCC2)cc1S(=O)(=O)N1CCCC1
  -2.4	-4.3	5.2	-1.6	0.1	0.5	-1.6	-2.7
> Cn1cccc1C(=O)OCC(=O)NCc1cccs1
  -2.2	-4.7	-0.3	-0.4	2.7	1.0	-9.3	-21.0
> N#Cc1ccc(NC(=O)COC(=O)C2=COCCO2)cc1
  1.8	-2.4	4.0	5.5	6.2	-0.9	1.6	7.9
> Cc1nn(-c2ccccc2)nc1CNC(=O)C(C)Cc1ccccc1 (centres undefined)
  -3.0	-5.0	-2.0	12.6	-1.7	2.1	-7.7	7.7
> Oc1cc(-c2ccccc2)c2ccccc2c1
  -0.7	6.9	-2.9	-18.9	47.2	-1.3	10.5	7.0
> Cc1ccccc1OCC(=O)NCCNC(=O)c1ccncc1
  -0.5	-4.6	-12.6	10.3	11.2	0.2	-14.5	-14.7
> O=C(c1ccoc1)N1CCCC(CO)(CCCc2ccccc2)C1 (centres undefined)
  -3.9	-3.6	2.6	7.4	13.4	0.0	15.2	15.8
> CC(C)CCNC(=O)C(c1ccncc1)N(Cc1cccs1)C(=O)Cn1nnc(-c2ccc(F)cc2)n1 (centres undefined)
  -3.6	2.1	-46.9	-3.5	5.2	0.4	4.9	68.5*
> CCOc1ccc(S(=O)(=O)N2CCC(C(=O)NCc3cccnc3)CC2)cc1Cl
  -1.8	-1.1	9.1	12.0	-4.0	-1.9	12.6	-3.9
> Cc1ccc(O)c(NC(=O)CSc2n[nH]c(-c3ccccc3)n2)c1
  -1.4	0.1	-20.2	-29.0	14.5	0.1	44.6	14.5
> CCNc1cc(Nc2c(C)n(C)n(-c3ccccc3)c2=O)c([N+](=O)[O-])c2nonc12
  -4.5	-0.4	10.9	7.9	15.5	1.2	7.7	24.2
> O=[N+]([O-])c1ccc(Nc2ccccc2)c2nonc12
  0.8	-8.5	0.1	51.7*	59.6*	1.4	-3.8	-0.3
> Fc1ccc(Sc2cc(Cl)c(-c3ccccc3)nn2)cc1
  -0.7	1.2	8.3	24.3	42.7	-2.5	4.5	20.5
> O=S1(=O)N=C(N/N=C/c2cccs2)c2ccccc21
  2.0	-3.2	4.4	-3.5	-10.8	-1.1	0.8	-15.5
> COCCC(=O)N1CCC(Oc2ccc(C(=O)N3CCC(N(C)C)C3)cc2)CC1 (centres undefined)
  -3.2	-2.7	1.0	-4.6	11.0	1.0	1.6	11.7
> O=C(NCCCn1ccnc1)c1csc2ccccc12
  -2.0	-4.8	6.0	-3.3	2.2	-2.3	6.0	-17.4
> CC1CN(C(=O)CN2C(=O)NC(C)(c3ccccc3)C2=O)CC(C)O1 (centres undefined)
  -1.8	-3.1	24.3	7.6	-0.5	0.3	6.3	-12.2
> Cc1ccc(-c2nnn(CC(=O)NCC3CC3)n2)o1
  0.2	0.3	19.8	7.5	6.0	1.4	5.4	-8.3
> C=CCOC(=O)C(C#N)c1nc2ccccc2nc1N1CCN(Cc2ccccc2)CC1 (centres undefined)
  -1.8	-5.0	-3.3	10.6	50.3*	0.8	-2.1	16.7
> COc1ccccc1CC(=O)OCC(=O)N1CCN(c2ccc(F)cc2)CC1
  -1.2	-2.6	8.5	-0.9	8.1	-1.2	0.5	20.6
> CCCc1cc(=O)oc2cc(OCc3ccc(OC)cc3)c(Cl)cc12
  0.2	-5.0	11.9	0.1	7.2	-0.4	-2.7	0.9
> CC1CN(CCCCOc2ccc(Cl)c3ccccc23)CC(C)O1 (centres undefined)
  3.2	-3.3	-5.2	-3.8	10.7	-2.4	-9.4	18.0
> COCCNC(=O)Cn1nc(C(F)(F)F)c(Cl)c1C
  3.9	-2.2	15.2	-4.1	11.7	1.8	-1.4	0.0
> O=C(NCC1CCCO1)C1CCCN(S(=O)(=O)c2cc(Cl)ccc2Cl)C1 (centres undefined)
  4.0	1.0	-12.7	-20.2	9.7	-0.9	-0.6	-23.6
> C=C1CCC(OC(C)=O)C2(C)CCC3C(C)C(=O)OC3C12O (centres undefined)
  -7.5	-0.5	5.9	15.3	1.1	0.3	7.8	29.5
> CN(CC(=O)Nc1ccccc1Cl)C(=O)C1CSC2(C)CCC(=O)N12 (centres undefined)
  -0.7	-5.4	3.0	-41.4	3.4	-2.4	-2.8	-18.3
> COCCn1c(=O)[nH]c2cc(C(=O)Nc3cccc(C(C)=O)c3)ccc2c1=O
  -2.6	-1.6	20.6	8.7	0.4	-0.8	5.0	-8.9
> O=C(Nc1ccccc1C(=O)NCc1ccco1)c1ccco1
  1.8	-1.7	13.9	-11.3	31.9	-0.5	-0.5	-3.0
> CCN1C(=O)[C@H]2[C@@H](c3ccc(-c4cc(C(C)=O)cs4)cc3)N[C@@](Cc3ccccc3)(C(=O)OC)[C@H]2C1=O
  -0.8	-2.5	-9.9	-7.3	11.1	0.8	-11.9	4.5
> C[C@H](CO)N1C[C@H](C)[C@@H](CN(C)C(=O)Nc2ccc(C(F)(F)F)cc2)Oc2ccc(NC(=O)Nc3ccc4c(c3)OCO4)cc2C1=O
  -0.6	-4.3	12.6	-3.4	18.3	0.5	1.4	28.7
> COc1c(OC(C)=O)ccc(/C=C/c2ccc3ccccc3n2)c1[N+](=O)[O-]
  6.0	-4.3	-108.4	7.6	47.7	5.0	-114.6	-210.5
> COc1ccc(C2=NOC(Cn3nc(-c4ccccc4)cc3C(=O)NCc3cccc(Br)c3)C2)cc1 (centres undefined)
  -4.3	-0.8	-8.7	-2.1	5.2	0.5	6.4	12.8
> Cc1nn(C(=O)c2nn(C)cc2[N+](=O)[O-])c(C)c1Br
  -2.0	-2.5	-5.1	-2.1	8.2	0.1	4.1	-14.2
> COc1ccc(C(C)=O)cc1CSCc1cc(C(C)=O)ccc1OC
  3.7	-3.7	20.4	-1.5	26.7	0.1	14.0	4.2
> COc1ccc(-c2csc(Nc3ccc(C)cn3)n2)cc1OC
  -0.1	-0.9	-7.7	-5.4	23.5	1.2	-14.6	-15.1
> CC1=NN(/C(=N\c2nnc(C)s2)Nc2ccccc2)[C@H](c2ccc(C)cc2)S1
  1.7	-6.9	0.3	-2.6	33.2	0.0	-6.4	-1.6
> CCOc1ccc(/C=N/NC(=O)c2[nH]ncc2Br)c(O)c1
  -5.4	-0.2	-172.7	-1.8	78.0*	1.4	-66.8	-20.1
> Cc1cc(OCCCCOc2ccc(S(N)(=O)=O)c(C)c2)ccc1S(N)(=O)=O
  0.0	2.1	0.5	1.8	4.4	-1.4	-0.3	20.2
> O=C(Nc1ccccc1[N+](=O)[O-])c1ccc(S(=O)(=O)N2CCCC2)cc1
  -6.4	12.5	2.4	-68.5	35.2	1.2	7.8	-2.0
